Yp Topo-I inh: Yersinia pestis topoisomerase I inhibitors, primary screen, biochemical, cleavage product accumulation, plate reader, single point | activity, % at 10 µM | Y. pestis Topo-I cleavage product accumulation | 0.064% of 360,000 active | AID 504884, 2011; in the data active = activity above about 50%, passing the limit was not always enough; note: inactives centre near 2
TcdB inh: TcdB glycohydrolase inhibitors, primary screen, biochemical, single point, plate reader. Toxin B (Clostridioides difficile), P18177. TcdB glycohydrolase enzymatic assay. inhibition, % at 9.99 µM. 0.24% of 350,000 active; in the data active = inhibition above about 10%
Target sequence (P18177 whole entry, looked up): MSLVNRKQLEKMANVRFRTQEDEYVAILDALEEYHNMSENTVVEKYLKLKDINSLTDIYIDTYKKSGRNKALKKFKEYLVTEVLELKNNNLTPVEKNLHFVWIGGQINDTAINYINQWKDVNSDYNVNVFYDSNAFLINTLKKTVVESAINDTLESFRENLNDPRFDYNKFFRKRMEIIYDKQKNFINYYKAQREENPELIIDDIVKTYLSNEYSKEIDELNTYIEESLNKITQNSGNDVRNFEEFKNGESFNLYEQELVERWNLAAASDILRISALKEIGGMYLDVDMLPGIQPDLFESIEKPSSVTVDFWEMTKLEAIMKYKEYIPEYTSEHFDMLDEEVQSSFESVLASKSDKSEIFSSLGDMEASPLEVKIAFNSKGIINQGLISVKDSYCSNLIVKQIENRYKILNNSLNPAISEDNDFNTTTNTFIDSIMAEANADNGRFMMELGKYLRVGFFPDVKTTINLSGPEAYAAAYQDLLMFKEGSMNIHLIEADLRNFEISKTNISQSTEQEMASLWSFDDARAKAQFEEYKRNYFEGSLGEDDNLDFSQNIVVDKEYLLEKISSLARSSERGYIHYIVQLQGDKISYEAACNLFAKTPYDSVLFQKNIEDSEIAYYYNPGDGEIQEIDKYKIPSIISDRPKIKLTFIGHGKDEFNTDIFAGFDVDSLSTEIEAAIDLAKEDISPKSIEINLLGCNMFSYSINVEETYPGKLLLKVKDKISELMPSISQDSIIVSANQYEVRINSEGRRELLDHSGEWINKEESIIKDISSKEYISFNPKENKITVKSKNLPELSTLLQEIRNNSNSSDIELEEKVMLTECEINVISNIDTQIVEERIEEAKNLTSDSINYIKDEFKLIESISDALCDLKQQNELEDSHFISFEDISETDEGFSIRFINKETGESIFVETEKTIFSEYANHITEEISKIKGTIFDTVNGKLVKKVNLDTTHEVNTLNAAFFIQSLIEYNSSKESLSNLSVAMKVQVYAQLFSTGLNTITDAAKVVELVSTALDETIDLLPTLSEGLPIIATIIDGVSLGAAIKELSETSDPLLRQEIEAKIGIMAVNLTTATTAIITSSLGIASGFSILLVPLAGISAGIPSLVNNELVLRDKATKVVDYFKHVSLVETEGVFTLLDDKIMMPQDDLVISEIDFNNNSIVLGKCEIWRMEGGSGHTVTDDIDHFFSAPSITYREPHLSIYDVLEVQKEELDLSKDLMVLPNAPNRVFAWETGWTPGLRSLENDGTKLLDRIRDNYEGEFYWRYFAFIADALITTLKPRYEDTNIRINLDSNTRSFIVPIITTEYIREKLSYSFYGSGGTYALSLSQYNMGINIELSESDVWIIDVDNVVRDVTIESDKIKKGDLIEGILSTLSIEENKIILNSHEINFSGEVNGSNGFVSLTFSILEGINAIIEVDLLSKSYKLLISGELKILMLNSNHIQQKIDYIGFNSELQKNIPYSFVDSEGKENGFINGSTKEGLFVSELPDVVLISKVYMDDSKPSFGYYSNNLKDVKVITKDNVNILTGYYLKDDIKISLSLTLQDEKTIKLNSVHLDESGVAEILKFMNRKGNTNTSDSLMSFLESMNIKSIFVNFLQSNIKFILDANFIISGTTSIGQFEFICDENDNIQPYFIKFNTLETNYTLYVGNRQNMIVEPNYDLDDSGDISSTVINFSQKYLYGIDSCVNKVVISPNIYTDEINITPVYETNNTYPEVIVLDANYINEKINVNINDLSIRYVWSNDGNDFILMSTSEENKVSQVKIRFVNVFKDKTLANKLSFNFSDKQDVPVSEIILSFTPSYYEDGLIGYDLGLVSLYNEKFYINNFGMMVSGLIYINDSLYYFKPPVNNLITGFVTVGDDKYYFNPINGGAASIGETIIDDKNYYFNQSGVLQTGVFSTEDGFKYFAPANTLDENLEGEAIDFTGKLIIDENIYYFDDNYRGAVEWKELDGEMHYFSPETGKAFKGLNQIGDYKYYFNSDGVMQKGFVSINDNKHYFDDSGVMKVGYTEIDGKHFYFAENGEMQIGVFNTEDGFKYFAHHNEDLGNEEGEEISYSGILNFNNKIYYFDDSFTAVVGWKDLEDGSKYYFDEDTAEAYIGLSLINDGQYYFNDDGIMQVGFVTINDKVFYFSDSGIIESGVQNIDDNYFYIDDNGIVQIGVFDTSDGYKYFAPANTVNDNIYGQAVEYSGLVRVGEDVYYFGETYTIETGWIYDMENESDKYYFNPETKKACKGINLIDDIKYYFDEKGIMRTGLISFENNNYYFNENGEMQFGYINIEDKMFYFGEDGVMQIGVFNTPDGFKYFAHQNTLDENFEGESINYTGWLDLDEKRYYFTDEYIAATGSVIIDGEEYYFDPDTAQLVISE
BH1578 lux ind: inducers of Vibrio cholerae quorum light production without autoinducers, primary screen, BH1578 luxS cqsA deficient, single point; V. cholerae BH1578 lux reporter, luminescence, 6 h; activation, % at 18.7 µM; 0.16% of 350,000 active; AID 588436, 2011; in the data active = activation mostly above about 9.7%, no sharp cut-off; note: not every result past the cut was called active; inactives centre near 0; reference of the scale not given here
GDH-TPI inh: GDH-TPI coupling enzyme inhibitors, primary screen, artefact control for M. tuberculosis FBA inhibitor project, biochemical, absorbance, full deck; GDH-TPI coupled enzyme counterscreen, NADH absorbance; inhibition, % at 4.8 µM; 1.2% of 360,000 active; AID 588335, 2011; in the data active = inhibition above about 30%;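 note: 0% = DMSO wells and 100% = wells lacking the enzyme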
PfHsp40 yeast: rescue of yeast from PfHsp40 toxicity, primary screen, S. cerevisiae, ATP luminescence | S. cerevisiae expressing PfHsp40, growth rescue | growth rescue, % at 12.5 µM | 0.68% of 340,000 active; in the data active = growth rescue above about 28%, passing the limit was not always enough;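 note: yeast W303a lacking pdr1 and pdr3 grown in galactose medium; growth measured after three days at 30 °C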
Mtb FBA inh: Mtb FBA enzyme inhibitors, primary screen, biochemical, fluorescence, strain H37Rv; purified M. tuberculosis FBA, fluorescence read-out; 2.3% of 360,000 active; inhibition, % at 1 µM; AID 588726, 2011; in the data active = inhibition above about 27%;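 note: 0% = vehicle and 100% = reference inhibitor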
Mtb BioA inh: M. tuberculosis BioA enzyme inhibitors, primary screen, biochemical, plate reader, single point, HTS; 7,8-diaminopelargonic acid synthase BioA (Mycobacterium tuberculosis); purified M. tuberculosis BioA enzyme; inhibition, % at 9.99 µM; 0.096% of 360,000 active; in the data active = inhibition above about 40%
UGM FP inh: M. tuberculosis UGM enzyme inhibitors, primary screen, biochemical, fluorescence polarization, single point; purified UGM, fluorescence polarization probe displacement; inhibition, % at 10 µM; 0.06% of 320,000 active; AID 504406, 2011; in the data active = inhibition above about 10%, passing the limit was not always enough
FadD28 FP inh: inhibitors of FadD28 bisubstrate probe binding, primary screen, biochemical, fluorescence polarization, single point; Mycobacterium tuberculosis FadD28 fatty-acid-AMP ligase; inhibition, % at 12.5 µM; 0.22% of 360,000 active; AID 588549, 2011; in the data active = inhibition above about 8.5%, passing the limit was not always enough
* marks the source's active call; other numbers are inactive results; i = inactive; nt = not tested or not shown; & = joins results of further samples.

SMILES	Yp Topo-I inh	TcdB inh	BH1578 lux ind	GDH-TPI inh	PfHsp40 yeast	Mtb FBA inh	Mtb BioA inh	UGM FP inh	FadD28 FP inh
CC(C)CCNC(=O)c1ccc2c(c1)ncn2C1CCCC1	6	0.3	i	-1	-0.4	5	nt	-1.0	-2.9
Cc1ccc(C)c(NC(=S)NCc2ccc3c(c2)OCO3)c1	4	nt	-0.3	2	-0.8	2	-0.1	-0.1	-2.3
CCN(CC)CC(=O)NCC1(c2ccccc2)CCOCC1	5	nt	-0.1	0	-1.3	4	-0.7	-3.1	-0.4
COC(C(=O)Nc1cc([N+](=O)[O-])ccc1C)c1ccccc1 (stereo unspecified)	-5	-0.4	i	-4	-0.8	-1	nt	0.1	-1.9
C/C(=N\Nc1cccc(Cl)c1)c1ccncc1	-18	6.4	-0.5	14	-2.3	-3	nt	0.1	-4.4
O=C(c1ccccc1)[C@H]1CC=CC[C@H]1C(=O)O	-2	nt	-0.1	-2	-1.5	-1	-0.5	-0.2	-1.0
O=C(COc1ccc(/C=N/NC(=O)c2ccccc2O)cc1)Nc1ccc([N+](=O)[O-])cc1	-2	1.0	-0.3	38*	-1.5	0	-1.4	0.0	-5.7
O=C(O)c1cccc(NS(=O)(=O)c2cccc3nsnc23)c1	-6	0.7	-0.2	11	0.3	4	-0.5	1.3	0.5
Cc1onc(-c2ccccc2Cl)c1C(=O)OCc1nnc(-c2ccccc2)o1	5	1.4	4.2	-1	-0.4	1	0.0	2.3	-2.3
Cc1c(Cl)ccc2c(C(=O)NCCN3CCCCC3)cc(-c3ccccn3)nc12	3	2.2	-0.5	-2	1.3	-2	nt	-0.5	-4.3
COc1ccc(C(=O)Nc2nc3ccccc3[nH]2)cc1S(=O)(=O)N1CCCC1	1	nt	-1.0	24	0.3	1	-0.2	1.2	-2.5
CN1CCCN(c2ccc([N+](=O)[O-])nc2)CC1	5	1.6	-0.2	10	0.1	-3	7.0	-0.9	1.5
O=C1CCCc2cc3c(ccc4ccccc43)cc21	3	0.0	i	4	0.8	7	-1.2	nt	-0.9
COc1ccc(OC)c(-c2cc(C(F)(F)F)c3c(n2)sc2c(O)cc(=O)[nH]c23)c1	0	0.4	-0.2	-4	2.3	0	nt	-0.1	-5.3
O=C(COc1ccccc1Cl)N1CCN(c2ccc(F)cc2)CC1	27	nt	6.7	0	1.5	2	-11	1.1	-1.9
O=C(CC1C(=O)NCCN1Cc1ccc(Cl)c(F)c1)NCCc1cccnc1 (stereo unspecified)	13	1.5	-2.3	4	-0.2	-2	3.4	-0.9	-0.8
Cc1ccc(NC(=O)c2cnccn2)cc1S(=O)(=O)N(C)C	3	-0.5	0.6	18	-0.6	0	1.5	-0.7	-2.5
O=C(NNC(=O)C(c1ccccc1)c1ccccc1)c1ccccc1O	-4	-3.5	i	19	nt	16	1.8	nt	-1.2
O=C(CSc1nnc(-c2ccccc2O)n1-c1ccccc1)Nc1cccc(C(=O)O)c1	4	-1.2	-0.3	4	-0.9	2	nt	1.6	-0.9
C1=NN(c2ccccc2)C=NN1c1ccccc1	0	-0.8	nt	8	-0.8	1	nt	nt	-1.2
Cc1cc(C(=O)COC(=O)c2nc3nccc(C)n3n2)c(C)n1CC1CCCO1 (stereo unspecified)	-1	0.7	-0.4	1	-1.1	-1	nt	-1.3	-0.7
CCOc1ccc(OCc2ccc(C(=O)Nc3ccc(Cl)cn3)o2)cc1	25	1.0	10	8	18	-3	2.7	0.2	1.1
COc1ccccc1NC(=O)CCn1cccc1	1	nt	i	3	2.2	5	-1.2	-0.5	-3.6
CCC(=O)Nc1ccc(C(=O)Nc2ccc3c(c2)OCO3)cc1	4	nt	i	5	0.7	0	-1.4	0.7	0.8
C[C@@H]1CN([C@@H](C)CO)C(=O)c2cccc(NC(=O)Nc3ccc(F)cc3)c2O[C@@H]1CN(C)Cc1ccc(Oc2ccccc2)cc1	2	-0.3&1.6	-2.1	-2	0.4	1	-2.4&-2.0	-2.9	-7.7

(continued)
SMILES	Yp Topo-I inh	TcdB inh	BH1578 lux ind	GDH-TPI inh	PfHsp40 yeast	Mtb FBA inh	Mtb BioA inh	UGM FP inh	FadD28 FP inh
COc1ccc(S(=O)(=O)N2CCCCC2)cc1NC(=O)CCOc1cc(C)ccc1C	-7	0.3	i	5	11	2	-0.9	2.9	-0.4
CC12CCC(=O)N1C(C(=O)Nc1ccccc1N1CCCCC1)CS2 (stereo unspecified)	14	0.6	-2.6	0	1.0	4	1.7	4.0	nt
O=C(NC1CC1)C1CCN(C2CCN(Cc3ccccc3C(F)(F)F)CC2)CC1	-1	0.0	-0.1	1	0.6	3	-1.3	2.2	-1.3
Cn1cccc1/C=N/NC(=O)c1ccn[nH]1	-6	nt	2.6	16	-0.3	2	nt	0.8	-3.8
O=C(O)CCC(=O)N1CCN(S(=O)(=O)c2ccc3ccccc3c2)CC1	5	-0.9	-0.5	-2	0.0	1	0.5	-0.6	-0.1
Cc1ccc(C)c(NC(=O)Cn2cnc3c(oc4ccccc43)c2=O)c1	-3	-0.1	-0.2	-3	0.4	1	0.7	0.8	-1.7
FC(F)(F)c1nnc(-c2ccccc2)nc1Oc1ccccc1	1	nt	i	0	0.9	3	-5.9	-0.6	-0.5
Cc1ccc(-n2ncc3c2CCCC3NC(=O)c2ccoc2)cc1C (stereo unspecified)	12	0.8	-0.6	-3	0.6	0	6.0	-0.6	-5.1
CCc1cccc(C)c1NC(=O)CSc1ncn[nH]1	3	nt	-0.8	11	-0.6	2	0.9	0.7	1.1
CSCCC(NC(=O)c1ccccc1Cl)C(=O)Nc1cccc(S(=O)(=O)N2CCCC2)c1 (stereo unspecified)	-7	0.6	i	8	0.7	4	-1.7	-2.3	-1.8
O=S(=O)(N1CCOCC1)N1CCOCC1	-5	1.8	i	10	-0.9	0	5.9	1.3	-0.4
COc1ccc(-c2c(NC(=O)c3ccco3)oc3ccccc3c2=O)cc1	-10	0.7	i	40*	1.7	1	-4.6	2.0	-1.3
Cc1ccc(NC2CCCN(C(=O)c3c(C)noc3C)C2)cc1C (stereo unspecified)	-1	-0.9	0.4	2	-1.2	0	-1.1	0.8	-0.9
COc1cc(OC)c(OC)cc1CNC(=O)c1ccc(S(=O)(=O)N2CCCCC2)cc1	6	0.1	-0.3	0	0.9	5	2.1	-0.2	-1.5
CCCc1cc(C(=O)NCCc2ccccc2)no1	1	0.1	i	9	1.3	-1	-0.7	1.5	-0.6
O=C(NCc1ccccc1)NC1(C(=O)N2CCOCC2)CCCCC1	2	nt	nt	-2	0.4	4	-1.0	4.0	1.8
CCOC(=O)CCCC(=O)N1CCOCCOCCN(C(=O)CCCC(=O)OCC)CCOCCOCC1	2	7.0	-1.2	0	0.6	1	-1.1	1.3	0.2
Cc1c(Cl)cccc1Nc1nc(N)nc(CSC(=S)N2CCOCC2)n1	1	-1.0	i	-5	0.0	-4	nt	-1.9	-2.8
ClC1(Cl)CC1CSc1nc2ccccc2[nH]1 (stereo unspecified)	13	2.0	-0.4	0	5.0	33*	nt	-0.7	-3.1
O=C(NC1CCCC1)C(c1ccccc1)N(C(=O)c1ccno1)c1ccccc1 (stereo unspecified)	4	nt	2.8	-3	1.4	4	0.8	-0.3	-2.7
CC(C)c1nc(N2CCN(C(=O)c3ccco3)CC2)c2c3c(sc2n1)CCCC3	5	nt	1.5	-7	0.6	6	2.7	0.7	-0.9
CCc1ccc(C(=O)COC(=O)CNC(=O)CNC(=O)Cc2ccccc2)cc1	7	nt	nt	-11	0.5	0	0.2	2.6	-1.7
O=C(NOCc1ccccc1)c1ccc(Cl)cc1	3	-0.7	-1.6	-1	-0.9	2	13	-1.1	-1.3
CCOc1ncccc1C(=O)NCc1ccc(OC)cc1	4	nt	nt	-9	0.0	0	0.6	0.1	-3.3
Cc1ccc(Cl)cc1NC(=O)c1cnn2c1NC(c1ccco1)CC2C(F)(F)F (stereo unspecified)	8	nt	-2.9	1	-1.7	0	0.8	-3.5	-4.0

13 compounds out of the list, sorted by length of the SMILES, ascending:
SMILES	Yp Topo-I inh	TcdB inh	BH1578 lux ind	GDH-TPI inh	PfHsp40 yeast	Mtb FBA inh	Mtb BioA inh	UGM FP inh	FadD28 FP inh
O=S(=O)(N1CCOCC1)N1CCOCC1	-5	1.8	i	10	-0.9	0	5.9	1.3	-0.4
CCCc1cc(C(=O)NCCc2ccccc2)no1	1	0.1	i	9	1.3	-1	-0.7	1.5	-0.6
Cn1cccc1/C=N/NC(=O)c1ccn[nH]1	-6	nt	2.6	16	-0.3	2	nt	0.8	-3.8
CCc1cccc(C)c1NC(=O)CSc1ncn[nH]1	3	nt	-0.8	11	-0.6	2	0.9	0.7	1.1
FC(F)(F)c1nnc(-c2ccccc2)nc1Oc1ccccc1	1	nt	i	0	0.9	3	-5.9	-0.6	-0.5
Cc1ccc(-n2ncc3c2CCCC3NC(=O)c2ccoc2)cc1C (stereo unspecified)	12	0.8	-0.6	-3	0.6	0	6.0	-0.6	-5.1
CC12CCC(=O)N1C(C(=O)Nc1ccccc1N1CCCCC1)CS2 (stereo unspecified)	14	0.6	-2.6	0	1.0	4	1.7	4.0	nt
Cc1c(Cl)cccc1Nc1nc(N)nc(CSC(=S)N2CCOCC2)n1	1	-1.0	i	-5	0.0	-4	nt	-1.9	-2.8
Cc1ccc(C)c(NC(=O)Cn2cnc3c(oc4ccccc43)c2=O)c1	-3	-0.1	-0.2	-3	0.4	1	0.7	0.8	-1.7
O=C(O)CCC(=O)N1CCN(S(=O)(=O)c2ccc3ccccc3c2)CC1	5	-0.9	-0.5	-2	0.0	1	0.5	-0.6	-0.1
O=C(NC1CC1)C1CCN(C2CCN(Cc3ccccc3C(F)(F)F)CC2)CC1	-1	0.0	-0.1	1	0.6	3	-1.3	2.2	-1.3
COc1ccc(S(=O)(=O)N2CCCCC2)cc1NC(=O)CCOc1cc(C)ccc1C	-7	0.3	i	5	11	2	-0.9	2.9	-0.4
CCOC(=O)CCCC(=O)N1CCOCCOCCN(C(=O)CCCC(=O)OCC)CCOCCOCC1	2	7.0	-1.2	0	0.6	1	-1.1	1.3	0.2

Pulled one by one from the list above (two):
SMILES	Yp Topo-I inh	TcdB inh	BH1578 lux ind	GDH-TPI inh	PfHsp40 yeast	Mtb FBA inh	Mtb BioA inh	UGM FP inh	FadD28 FP inh
COc1ccc(S(=O)(=O)N2CCCCC2)cc1NC(=O)CCOc1cc(C)ccc1C	-7	0.3	i	5	11	2	-0.9	2.9	-0.4
O=S(=O)(N1CCOCC1)N1CCOCC1	-5	1.8	i	10	-0.9	0	5.9	1.3	-0.4

Additional records:
SMILES	Yp Topo-I inh	TcdB inh	BH1578 lux ind	GDH-TPI inh	PfHsp40 yeast	Mtb FBA inh	Mtb BioA inh	UGM FP inh	FadD28 FP inh
Cc1ccccc1NC(=S)NC(NC(=O)c1ccccc1C)C(Cl)(Cl)Cl (stereo unspecified)	-4	nt	3.2	0	-0.2	-4	0.0	0.4	-1.0
CCOC(=O)/C(C#N)=C/c1c(N2CCN(c3cccc(Cl)c3)CC2)nc2c(C)cccn2c1=O	12	0.9	i	-2	-0.4	1	0.1	nt	nt
CCn1nc(C)c(Br)c1Nc1ccc(Br)cc1	-1	-3.0	-0.3	-2	1.0	1	3.2	1.0	-2.4
COc1ccccc1N1CCN(C/C(C)=C/c2ccccc2)CC1	28	nt	-4.2	0	3.8	-1	-1.5	5.0	-11
O=C(COC(=O)CNC(=O)c1ccccc1F)NCC(F)(F)F	2	0.7	-0.3	1	-1.5	-2	nt	-1.3	-3.4
Cc1nc(N)sc1C(=O)OCC(C)C	12	2.0	-0.4	7	0.3	-1	-0.5	-0.7	-0.9

An unsorted share of the library, and some 4.6% of all compounds hit somewhere here.
